# Pyk2 oligo antag = antagonists of Pyk2 self-association, primary screen, Q293 cells, FERM NanoBiT luminescence, HTS | actives 0.83% (n = 99,000) | Protein-tyrosine kinase 2-beta (Homo sapiens), Q14289 | z-score (the deposit names both 25 µM and 10 µM) | stronger effect = lower value;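 active means Z-score of -3 or lower, scaled per plate to the spread of control and sample wells; inactive means z-score above -3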;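 further: negative z-score means lost luminescence so less FERM oligomerization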
# ERa coact inh = ERα–SRC-1 coactivator interaction inhibitors, primary screen, biochemical, TR-FRET, ERα LBD, estradiol-bound; Estrogen receptor (Homo sapiens), P03372; TR-FRET ER-alpha LBD / SRC-1 peptide; inhibition, % at 25.6 µM; actives 1.7% (n = 86,000); in the data active means inhibition above about 50%;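 further: 0% = receptor plus peptide control and 100% = peptide only without receptor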
# PTPN22 inh 2 = PTPN22 phosphatase inhibitors, primary screen, biochemical, DiFMUP fluorescence, 2 µM. inhibition, % at 2 µM. actives 0.21% (n = 96,000). Tyrosine-protein phosphatase non-receptor type 22 (Homo sapiens), Q9Y2R2. recombinant LYP catalytic domain;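 active means inhibition at 2 µM at or above a set limit, the screen mean plus 3 SD, cut at about 24% in these data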;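 further: 0% = DMSO with enzyme and 100% = enzyme fully blocked by orthovanadate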
# HUVEC tox TNFa = cytotoxicity in TNFa-stimulated HUVEC, primary screen, cytotoxicity control for VCAM1 expression modulator project, imaging, Hoechst nuclei count; HUVEC TNFalpha-stimulated, Hoechst cell count; cell count reduction, % at 2 µM; actives 0.17% (n = 93,000); AID 848, 2007;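 active means cell count reduction exceeding the screen mean by over 5 SD, scaled to untreated wells per plate, cut at about 78% in these data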;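 further: cells counted after 24 h of TNF alpha exposure following the 1 h pretreatment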
# HUVEC tox IL1B = cytotoxicity in IL-1B stimulated HUVEC, primary screen, cytotoxicity control for IL-1B NFkB translocation project, imaging, Hoechst nuclear count, IL-1B stimulus; cell count reduction, % at 2 µM; actives 0.41% (n = 94,000); HUVEC cell count loss; AID 845, 2007;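 active means cell count reduction more than 3 SD above the screen-wide mean, cut at about 70% in these data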;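 further: normalized per plate to untreated control cells as the no-loss baseline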
# F-actin modifier = modifiers of F-actin cytoskeleton organization, primary screen, imaging, HUVEC, phalloidin staining, high-content imaging. inhibition, % at 2 µM. actives 0.18% (n = 91,000). AID 836, 2007. HUVEC TNFa F-actin phalloidin imaging;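 active means inhibition above the batch mean plus 3 SD and confirmed as a hit by visual image inspection, cut at about 30% in these data, passing the limit was not always enough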; further: strong numbers were not always called active
# FAK inh = FAK kinase inhibitors, primary screen, biochemical | biochemical FAK kinase activity assay | inhibition, %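 (tested at 7 µM)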 | actives 0.84% (n = 97,000) | AID 727, 2007; in the data active means inhibition above about 19%;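 further: 0% = DMSO and 100% = reference compound high control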
# Target sequence (Q05397 whole entry, looked up): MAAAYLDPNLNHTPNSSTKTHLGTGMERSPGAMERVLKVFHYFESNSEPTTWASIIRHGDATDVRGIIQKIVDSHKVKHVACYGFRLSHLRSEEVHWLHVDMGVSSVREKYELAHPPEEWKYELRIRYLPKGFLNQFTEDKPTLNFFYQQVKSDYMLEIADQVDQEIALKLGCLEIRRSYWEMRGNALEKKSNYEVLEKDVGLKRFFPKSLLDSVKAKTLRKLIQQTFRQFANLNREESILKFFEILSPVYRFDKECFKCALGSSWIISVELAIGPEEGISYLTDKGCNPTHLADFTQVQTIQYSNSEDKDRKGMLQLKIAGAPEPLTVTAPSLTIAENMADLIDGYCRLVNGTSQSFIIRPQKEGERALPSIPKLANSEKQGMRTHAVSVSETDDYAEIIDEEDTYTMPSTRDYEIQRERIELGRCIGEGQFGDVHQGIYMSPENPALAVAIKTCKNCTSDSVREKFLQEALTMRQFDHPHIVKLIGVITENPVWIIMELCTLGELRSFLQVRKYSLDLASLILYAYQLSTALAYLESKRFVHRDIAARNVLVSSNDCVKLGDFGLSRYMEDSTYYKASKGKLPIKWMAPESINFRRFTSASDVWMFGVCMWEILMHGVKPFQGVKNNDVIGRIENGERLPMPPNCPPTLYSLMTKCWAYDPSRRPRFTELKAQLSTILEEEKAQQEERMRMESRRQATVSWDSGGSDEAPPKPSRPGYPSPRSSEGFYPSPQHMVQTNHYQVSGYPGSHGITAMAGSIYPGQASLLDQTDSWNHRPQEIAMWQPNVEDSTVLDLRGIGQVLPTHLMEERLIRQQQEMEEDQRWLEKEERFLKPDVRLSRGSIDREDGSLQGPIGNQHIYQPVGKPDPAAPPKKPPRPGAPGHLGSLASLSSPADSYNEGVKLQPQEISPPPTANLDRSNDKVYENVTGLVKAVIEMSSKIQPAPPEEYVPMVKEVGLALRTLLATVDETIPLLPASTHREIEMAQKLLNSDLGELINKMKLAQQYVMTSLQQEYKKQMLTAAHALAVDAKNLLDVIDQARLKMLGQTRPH
# LYP act = LYP phosphatase activators, primary screen, biochemical, DiFMUP fluorescence, 2 µM | AID 697, 2007 | actives 0.11% (n = 96,000) | Tyrosine-protein phosphatase non-receptor type 22 (Homo sapiens), Q9Y2R2 | activation, % at 2 µM | recombinant LYP; 0 = plate median, 100 = signal doubled;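 active means activation at 2 µM above a set limit, the mean plus 5 SD, cut at about 37% in these data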
# VCAM1 TNFa inh = inhibitors of TNFa-induced VCAM1 expression, primary screen, imaging, HUVEC, TNFa stimulus, immunofluorescence | actives 0.48% (n = 95,000) | HUVEC TNFa-induced VCAM-1 immunofluorescence, high-content imaging | inhibition, % at 2 µM;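 active means inhibition above the batch mean plus 3 SD, with images confirmed as a hit by eye, cut at about 37% in these data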;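 further: 0% = TNF-stimulated DMSO wells and 100% = unstimulated control wells; not every result past the cut was called active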
# * = called active by the depositor; . = no result given; [ ] = another dose, or the depositor's remark.
SMILES,Pyk2 oligo antag,ERa coact inh,PTPN22 inh 2,HUVEC tox TNFa,HUVEC tox IL1B,F-actin modifier,FAK inh,LYP act,VCAM1 TNFa inh
Cc1ccc(-n2nnc3c(=O)n(CC(=O)N4CCOCC4)cnc32)cc1,.,.,-4,-5,3,-10,9,1,8
O=C(NCc1ccccc1)C1CCCN(S(=O)(=O)c2cccnc2)C1 (configuration not stated),0.46,12,-7,.,0,4,2,5,25
CCOC(=O)N1CCC(NC(=O)C2CCCN2C(=O)OCc2ccccc2)CC1 (configuration not stated),-0.24,10,4,-20,-12,3,-1,-4,7
C[n+]1cn(CC(O)COCc2ccccc2)c2ccccc21 (configuration not stated),0.85,.,1,16,3,39,-2,-4,16
Cc1cccc(CSc2nnc(-c3ccco3)n2C)c1,-0.41,-9,-1,-38,-30,20,3,0,3
Cc1ccc(CNC(=O)C2CCCN(S(=O)(=O)c3c(C)n[nH]c3C)C2)cc1 (configuration not stated),-1.2,4[fluorescence artefact?],0,-31,2,.,1,4,10
CN1/C(=C\C(=O)COC(=O)Cn2nnc(-c3ccccc3)n2)C(C)(C)c2ccccc21,0.7,-3,6,43,-23,10,-1,-7,40
Cc1ccc2nc(N3CCN(C)CC3)c(C#N)cc2c1,1.9,0,7,-15,-12,6,-3,-9,16
CCCC1Cc2c(sc3ncnc(N)c23)CO1 (configuration not stated),1.1,20[fluorescence artefact?],-6,-22,-60,7,6,7,4
COc1ccc2nc(NC(=O)CSc3nccc(C)n3)sc2c1,-0.82,0,4,1,22,-25,2,-4,-8
COc1ccc(OC)c(S(=O)(=O)N2CCC(C(=O)Nc3cccc(C)c3C)CC2)c1,0.63,-4,-13,-18,-12,-3,-2,9,6
Cc1nnc(NC(=O)c2c(F)c(F)c(F)c(F)c2F)s1,0.88,2,3,-16,11,0,-2,-3,4
O=C(NCc1ccccn1)C1CCN(S(=O)(=O)c2ccccc2)CC1,-0.09,-22,1,-61,6,36,-4,-3,-68
Cc1ccc(-n2nc3c(c2NC(=O)c2ccc(S(=O)(=O)N4CCOCC4)cc2)CSC3)c(C)c1,-0.3,-3,1,5,-24,-2,2,-3,-8
c1ccc2c(-c3nc(C4CCCCC4)no3)cc(-c3ccncc3)nc2c1,-0.52,34,4,-12,-26,-2,1,-9,1
COc1ccc(-c2csc(N3CCN(C(=O)c4ccccc4)CC3)n2)cc1,1.5,2,-2,2,12,6,4,1,-16
COc1cc(-c2nnc(COC(=O)C3c4ccccc4Oc4ccccc43)o2)cc(OC)c1OC,0.04,-7,3,-8,-16,-7,-5,-6,2
O=C(/C=C\Nc1cccc(F)c1)c1cccs1,-0.43,.,3,-31,-14,40,0,3,3
COc1ccccc1-n1c(SCC(N)=O)nnc1-c1ccccc1,-0.12,.,13,-9,18,-11,7,-10,8
Cc1nn(C(C)C(=O)Nc2sc3c(c2C#N)CCCC3)c(C)c1[N+](=O)[O-] (configuration not stated),-1.2,.,-3,17,-25,4,-2,5,14
O=C1CC(c2cccc(Cl)c2)Cc2nc(N3CCN(c4ccccc4)CC3)ncc21 (configuration not stated),0.51,20,5,-8,-1,11,-1,-7,14
CC(C)NC(=O)c1cccc(Br)c1,-0.74,0,4,12,11,-4,-2,-3,-2
COc1ccc(-n2c(SCC(=O)NCC3CCCO3)nc3ccccc32)cc1 (configuration not stated),0.12,0,0,-12,-116,17,0,0,-5
Cn1c(=O)c2c(nc(NCCCN3CCOCC3)n2Cc2ccc(Cl)c(Cl)c2)n(C)c1=O,.,.,-5,-9,-12,7,5,2,3
COc1cnc(SCc2ccc(Cl)cc2Cl)nc1Cl,0.41,.,4,0,-20,4,-2,-1,6

# (listing goes on)
SMILES,Pyk2 oligo antag,ERa coact inh,PTPN22 inh 2,HUVEC tox TNFa,HUVEC tox IL1B,F-actin modifier,FAK inh,LYP act,VCAM1 TNFa inh
Cc1cccc(C)c1N(CC(O)Cn1c2ccccc2c2ccccc21)S(C)(=O)=O (configuration not stated),-0.2,2,-1,-32,-55,-4,-1,-1,-4
NC(=O)C1CCCN(S(=O)(=O)c2ccccc2)C1 (configuration not stated),0.1,-10,-5,-24,26,4,-3,7,15
CCCCNC(=O)CCNS(=O)(=O)c1ccc(C)cc1,0.38,-9,0,-29,-13,.,0,1,0
CCC(=O)NCCn1c(C)cc2ccccc21,.,-5,3,-11,-13,-2,-7,-4,-6
COc1ccc(Sc2nnc(Cc3ccccc3)c3ccccc23)cc1,-2.7,.,10,2,-20,7,-3,-7,-1
CCOc1ccc(-c2cc(CCCC(=O)NCCc3ccc(OC)c(OC)c3OC)no2)cc1,0.73,.,2,1,5,-28,5,-3,-11
CCOc1ccc(C2C(C#N)=C(N)SC(N)=C2C#N)c(OCC)c1,-0.43,.,8,-21,-29,-45,-4,-7,7
COc1ccccc1-n1nnnc1SCc1ccccc1,-2.5,-3,-7,-8,-6,-7,1,8,-12
COc1cccc(C=Nc2cccnc2)c1O,.,0[fluorescence artefact?],-2,-3,-18,-10,-5,0,20
CSc1nc2ccc(S(=O)(=O)N3CCCC3)cc2s1,-0.61,1,-7,18,10,.,0,8,7
COc1ccc(C(=O)CN2C(=O)C(C)(C)Oc3ccc(C(=O)N4CCCCCC4)cc32)cc1,-0.32,9,-15,-23,10,-9,1,12,-5
CC1CCN(C(=O)C2Cc3ccccc3CN2S(=O)(=O)c2ccc(F)cc2)CC1 (configuration not stated),0.86,-4,2,-1,-8,27,0,-5,-22
CCOC(=O)c1csc(NC(=O)CSc2nnc(C3CC3)n2C)n1,0.07,-3,-2,-4,-9,-52,-4,0,17
Clc1cccc(Cl)c1-c1nnc2ccc(N3CCOCC3)nn12,-0.8,9,-8,-2,-18,-9,0,3,1
Cc1ccc(NC(=O)C2CCCN(S(=O)(=O)c3cnc[nH]3)C2)c(Br)c1 (configuration not stated),.,-9,-1,33,3,-2,7,0,23
NC(=O)Cn1cc(C(=O)c2cccs2)c2ccccc21,-0.95,.,2,-11,1,1,0,-2,2
NC(=O)CSc1nnc(-c2cccnc2)n1Cc1ccccc1,-0.15,-12,8,-7,-38,1,-1,-6,2
CCOc1ccccc1OCCOc1ccccc1OC(C)C,1.2,-7,-10,-8,-21,15,1,8,3
CC(C/C=N/NC(=O)COc1cc(Cl)ccc1Cl)c1ccccc1 (configuration not stated),0.9,.,12,-2,-94,29,2,-8,-5
Cc1ccc(S(=O)(=O)NCCN=C(CN2CCCC2)NS(=O)(=O)c2ccc(C)cc2)cc1,-0.59,3,-19,-15,15,2,-3,16,15
O=C(O)c1ccc(NC(=O)C2CCCCC2)cc1,-0.78,-4,1,2,-17,-4,2,-1,23
COCC(C)n1c(C)cc(C(=O)COC(=O)c2n[nH]c3ccccc23)c1C (configuration not stated),-0.68,-3,2,11,16,-7,0,0,4
CCOC(=O)c1ccc2c(c1)n(CCO)c(C)[n+]2CC,-0.67,4,1,10,-9,8,-4,-2,10
CCc1ccc2[nH]c(=O)c(CN(CCCN3CCOCC3)C(=O)Nc3ccc(F)cc3)cc2c1,1.2,-8,6,-16,-12,-40,-2,-7,6
N#CCCN/N=C(/Cc1nc2ccccc2[nH]1)c1cccc(Cl)c1,-0.78,.,5,-8,3,8,-2,-6,10

# More records follow:
SMILES,Pyk2 oligo antag,ERa coact inh,PTPN22 inh 2,HUVEC tox TNFa,HUVEC tox IL1B,F-actin modifier,FAK inh,LYP act,VCAM1 TNFa inh
COC(=O)c1c(NC(=O)CSc2nnnn2-c2ccccc2)sc2c1CCCC2,-0.64,7,3,-14,-12,6,-3,-3,4
COc1cc(CC(=O)Nc2sccc2C(N)=O)cc(OC)c1OC,1,3,-4,-43,-22,8,-1,2,-5
Cc1ccc(C(C(=O)NC2CCCC2)N(Cc2cccs2)C(=O)CNC(=O)c2cccs2)o1 (configuration not stated),-1.6,.,3,-38,13,14,0,-4,-4
CCc1ccccc1OCC(=O)NC1CCCC1,-0.5,11,-17,-6,-73,13,4,15,18
CC(=O)Nc1ccc(C2NC(=O)c3ccccc3O2)cc1 (configuration not stated),0.27,11[fluorescence artefact?],-5,-16,14,-3,3,4,16
CCCN1C(=O)SC(CC(=O)Nc2ccc(Br)cc2)C1=O (configuration not stated),-2.3,-1,3,-30,0,12,-5,0,13
Cc1ccc([N+](=O)[O-])cc1NC(=O)CCCOc1ccccc1,0.64,.,6,.,9,-11,0,-2,-19
CCCc1nn(C(=O)c2ccccc2)c2c1C(=O)CC(C)(C)C2,-0.74,0,1,-45,-22,34,-2,1,4
O=C(CSc1ncccn1)NC(=O)NCc1ccccc1,0.12,-5,-16,-17,-11,-1,-6,20,-6
COC(=O)C1C(c2ccccc2)C(C(=O)N2CCN(C)CC2)C1c1ccccc1 (configuration not stated),0.02,-2,-1,-22,37,16,5,-1,11

# Exported tab-delimited: 15 of the compounds above
canonical_smiles	Pyk2 oligo antag	ERa coact inh	PTPN22 inh 2	HUVEC tox TNFa	HUVEC tox IL1B	F-actin modifier	FAK inh	LYP act	VCAM1 TNFa inh
Cc1ccc(CNC(=O)C2CCCN(S(=O)(=O)c3c(C)n[nH]c3C)C2)cc1 (configuration not stated)	-1.2	4[fluorescence artefact?]	0	-31	2	.	1	4	10
CN1/C(=C\C(=O)COC(=O)Cn2nnc(-c3ccccc3)n2)C(C)(C)c2ccccc21	0.7	-3	6	43	-23	10	-1	-7	40
Cc1ccc2nc(N3CCN(C)CC3)c(C#N)cc2c1	1.9	0	7	-15	-12	6	-3	-9	16
CCCC1Cc2c(sc3ncnc(N)c23)CO1 (configuration not stated)	1.1	20[fluorescence artefact?]	-6	-22	-60	7	6	7	4
COc1ccc2nc(NC(=O)CSc3nccc(C)n3)sc2c1	-0.82	0	4	1	22	-25	2	-4	-8
COc1ccc(OC)c(S(=O)(=O)N2CCC(C(=O)Nc3cccc(C)c3C)CC2)c1	0.63	-4	-13	-18	-12	-3	-2	9	6
Cc1nnc(NC(=O)c2c(F)c(F)c(F)c(F)c2F)s1	0.88	2	3	-16	11	0	-2	-3	4
O=C(NCc1ccccn1)C1CCN(S(=O)(=O)c2ccccc2)CC1	-0.09	-22	1	-61	6	36	-4	-3	-68
Cc1ccc(-n2nc3c(c2NC(=O)c2ccc(S(=O)(=O)N4CCOCC4)cc2)CSC3)c(C)c1	-0.3	-3	1	5	-24	-2	2	-3	-8
c1ccc2c(-c3nc(C4CCCCC4)no3)cc(-c3ccncc3)nc2c1	-0.52	34	4	-12	-26	-2	1	-9	1
COc1ccc(-c2csc(N3CCN(C(=O)c4ccccc4)CC3)n2)cc1	1.5	2	-2	2	12	6	4	1	-16
COc1cc(-c2nnc(COC(=O)C3c4ccccc4Oc4ccccc43)o2)cc(OC)c1OC	0.04	-7	3	-8	-16	-7	-5	-6	2
O=C(/C=C\Nc1cccc(F)c1)c1cccs1	-0.43	.	3	-31	-14	40	0	3	3
COc1ccccc1-n1c(SCC(N)=O)nnc1-c1ccccc1	-0.12	.	13	-9	18	-11	7	-10	8
Cc1nn(C(C)C(=O)Nc2sc3c(c2C#N)CCCC3)c(C)c1[N+](=O)[O-] (configuration not stated)	-1.2	.	-3	17	-25	4	-2	5	14

# Assay outcomes (PubChem)

# This is a random part of the collection; about 3.8% have a hit in one of these screens.
